# CCT modulator: High-Throughput Screening for Modulators of Cytosolic Chaperonin Activity | purified chaperonin ATPase assay, HTRF ADP detection, 30 min | activity change, % (no concentration beside the values), hits read low | hit rate 0.3% among 360,000 | AID 651819, 2012; in the data active means activity change below about -30%; further: on the % scale 0 is the no-effect control and ±100 the full control effect
#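 First, chaperonin was dispensed at 40 nM or 20 nM final depending on batch activity. Next, compounds were pinned at 76 uM and ATP added at 10 uM. After 30 min at 37 °C, ADP detection reagents ran 30 min at ambient temperature.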
# PLK1 PBD block: qHTS for Inhibitors of PLK1-PDB (polo-like kinase 1 - polo-box domain): Primary Screen; Serine/threonine-protein kinase PLK1 (Homo sapiens), P53350; Potency, µM, inactives show max response, negative = inhibition, actives largely listed as inhibitors; hit rate 2.8% among 360,000; Plk1 PBD binding of FITC phosphopeptide, fluorescence polarization; further: potency means the concentration at half of the fitted maximal effect; series mostly up to about 57 µM; on the % scale 0 is the no-effect control and ±100 the full control effect; nearly all actives have a fitted effect of over 65% in size
# Target sequence (P53350 whole entry, looked up, the tested form may be a part): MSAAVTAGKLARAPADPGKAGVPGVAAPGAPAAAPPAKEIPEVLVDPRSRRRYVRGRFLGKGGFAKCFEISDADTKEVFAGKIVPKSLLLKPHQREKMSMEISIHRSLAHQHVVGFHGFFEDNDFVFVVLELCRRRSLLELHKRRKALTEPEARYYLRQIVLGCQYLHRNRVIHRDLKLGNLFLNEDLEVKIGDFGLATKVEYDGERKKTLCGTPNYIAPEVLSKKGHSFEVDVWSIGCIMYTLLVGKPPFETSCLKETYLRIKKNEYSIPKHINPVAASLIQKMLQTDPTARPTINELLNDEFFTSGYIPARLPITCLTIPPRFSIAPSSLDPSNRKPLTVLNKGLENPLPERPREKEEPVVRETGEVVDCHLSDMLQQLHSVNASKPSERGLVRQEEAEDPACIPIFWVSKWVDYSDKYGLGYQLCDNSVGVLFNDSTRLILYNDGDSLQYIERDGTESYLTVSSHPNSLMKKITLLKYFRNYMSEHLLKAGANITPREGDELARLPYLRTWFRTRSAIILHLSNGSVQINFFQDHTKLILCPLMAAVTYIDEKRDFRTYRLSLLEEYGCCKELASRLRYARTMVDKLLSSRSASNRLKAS
# EPAC2 antag: qHTS for Antagonist of cAMP-regulated guanine nucleotide exchange factor 2 (EPAC2): primary screen; Rap guanine nucleotide exchange factor 4 (Homo sapiens), Q8WZA2; EPAC2 GEF exchange of Rap1B-BODIPY-GDP, fluorescence; Potency, µM (highest dose often 114 µM), without a hit: top-dose activity, negative = inhibition, hits mostly inhibitors; hit rate 0.18% among 360,000; further: potency means the concentration at half of the fitted maximal effect; on the % scale 0 is the no-effect control and ±100 the full control effect; nearly all actives have a fitted effect of over 45% in size; many of its hits are not listed in these tables
# Mm-Cpn inhibitor: Inhibitors of TCP-1 ring complex (TRiC) of Methanococcus maripaludis (MmCpn): qHTS | Chaperonin Mm-Cpn (Methanococcus maripaludis) | purified Mm-Cpn ATPase, ADP Transcreener TR-FRET | Potency, µM (highest dose often 76.9 µM), inactives show top-dose activity, negative = inhibition, actives largely listed as inhibitors | hit rate 0.031% among 330,000; further: potency means the concentration at half of the fitted maximal effect; on the % scale 0 is the no-effect control and ±100 the full control effect; nearly all actives have a fitted effect of over 80% in size
#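 Quantitative HTS used 25 nM Mm-CPN and 10 uM ATP in magnesium/KCl Tris buffer, pH 7.4, with 1 mM DTT. Hydrolysis ran 30 min at 37°C; ADP was read by HTRF.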
# EPAC1 antag: qHTS for Antagonist of cAMP-regulated guanine nucleotide exchange factor 3 (EPAC1): primary screen. Rap guanine nucleotide exchange factor 3 (Homo sapiens), O95398. EPAC1 GEF assay, Rap1b-BODIPY-GDP exchange fluorescence. Potency, µM (top dose mostly 115 µM), for the others: top-dose activity change, negative = inhibition, hits mostly inhibitors. hit rate 0.14% among 360,000;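 further: potency means the concentration at half of the fitted maximal effect; plate controls were vehicle for no effect and positive control for full effect; nearly all actives have a fitted effect of over 50% in size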
# WRN helicase inh: qHTS for Inhibitors of WRN Helicase | WRN helicase unwinding, fluorescent forked duplex, kinetic | Potency, µM (highest dose often 114 µM), for the others: at the highest dose activity change, negative = inhibition, actives largely listed as inhibitors | hit rate 0.46% among 360,000; further: potency means the concentration at half of the fitted maximal effect; on the % scale 0 is the no-effect control and ±100 the full control effect; nearly all actives have a fitted effect of over 55% in size
#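 Kinetic red-fluorescence monitoring (525/598 nm) tracks WRN helicase activity after 100 nM fluorophore-quencher forked duplex and 2 mM ATP are added to 20 nM enzyme pretreated 15 min at room temperature with compound.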
# EPAC1 ag: qHTS for Agonist of cAMP-regulated guanine nucleotide exchange factor 3 (EPAC1): primary screen | Rap guanine nucleotide exchange factor 3 (Homo sapiens), O95398 | EPAC1 agonist qHTS, biochemical assay; response scale: 100% = response to 6.5 mM cAMP | Potency, µM (doses to about 154 µM), inactives show at the top dose activation, hits mostly activators | hit rate 0.073% among 360,000; further: potency means the concentration at half of the fitted maximal effect; nearly all actives have a fitted effect of over 60% in size
#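 Fluorescent GDP-exchange assay: 100 nM EPAC1 with 250 nM Rap1B preloaded with BODIPY-GDP and 50 uM GDP; compounds tested as concentration series, 5 min at room temperature, then read every 5 min for 30 min (ex 480/em 540 nm); normalized to 6.5 mM cAMP.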
# PI5P4Ka inh: qHTS for Inhibitors of phosphatidylinositol 5-phosphate 4-kinase (PI5P4K) | Phosphatidylinositol 5-phosphate 4-kinase type-2 alpha (Homo sapiens), P48426 | hit rate 1.2% among 330,000 | AID 652105, 2013 | PI5P4Kalpha enzyme, ADP-Glo luminescence, 60 min; hits give low values | max response, %; active means max response of -50% or lower; inconclusive means between -30% and -50%; inactive means -30% or higher; further: value at the top dose of about 77 µM; on the % scale 0 is the no-effect control and ±100 the full control effect
# Target sequence (P48426 whole entry, looked up): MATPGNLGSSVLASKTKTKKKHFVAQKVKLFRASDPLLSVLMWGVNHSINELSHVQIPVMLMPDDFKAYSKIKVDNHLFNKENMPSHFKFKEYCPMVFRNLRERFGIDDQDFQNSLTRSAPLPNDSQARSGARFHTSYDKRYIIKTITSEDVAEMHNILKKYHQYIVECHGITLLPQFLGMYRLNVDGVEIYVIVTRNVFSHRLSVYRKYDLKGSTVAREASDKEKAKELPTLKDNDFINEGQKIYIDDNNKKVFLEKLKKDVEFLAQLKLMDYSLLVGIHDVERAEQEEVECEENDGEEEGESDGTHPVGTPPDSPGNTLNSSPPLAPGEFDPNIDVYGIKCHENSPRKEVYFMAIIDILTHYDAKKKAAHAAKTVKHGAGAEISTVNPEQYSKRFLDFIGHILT
#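 qHTS, 1536-well: enzyme/substrate mix, compound by pin tool, 5 microM ATP final; RT 60 min; ADP-Glo reagents 1 (45 min) then 2 (30 min); luminescence.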
# An asterisk follows results filed as active; ? = inconclusive; . = not tested or not shown; [ ] = another dose, or the depositor's remark. Unless noted, the call rests on the fitted dose curve; in most records, active means well fitted curve in the direction sought with a large enough effect; inconclusive means small, poorly fitted or top-dose-only effect, or another doubt; inactive means no such curve, though single readings can be large; an effect the other way counts as inactive or inconclusive. An excerpt. The share of hits here may be higher or lower than overall.
1: CCOC(=O)Cc1csc(NS(C)(=O)=O)n1
2: Cc1c(NC(=O)CN2C(=O)NC(C)(c3ccccc3)C2=O)c(=O)n(-c2ccccc2)n1C (stereo not given)
3: COC(=O)c1ccccc1NC(=S)NC(=O)C1CC1
4: COc1cc(-c2nc(CN(C)Cc3nnc(C)o3)c(C)o2)ccc1F
5: CN(C)c1cccc(C(=O)NNC(=S)NC2CCCC2)c1
6: O=C1NC[C@@H](CCCCN2CCN(CCC3CCCCC3)C(=O)C2=O)N(CCC2CCCCC2)C1=O
7: CC(C)Nc1nc2cccnc2s1
8: O=C(CSc1nnc(-c2ccco2)o1)NC1CC2CCC1C2 (stereo not given)

assay / entry	1	2	3	4	5	6	7	8
CCT modulator	-2.0	-2.2	-0.7	-5.1	-1.3	1.8	-3.0	-1.8
PLK1 PBD block	-3%	-7%	-17%	-11%	1%	-1%	2%	-11%
EPAC2 antag	-1%	11%	8%	0%	1%	-10%	3%	-8%
Mm-Cpn inhibitor	1%	-1%	-11%	-3%	-3%	.	0%	0%
EPAC1 antag	6%	0%	4%	6%	2%	-11%	4%	-4%
WRN helicase inh	-13%[57.1 µM]	1%	4%	3%	-1%	-6%	3%	-11%
EPAC1 ag	11%	-5%	1%	-8%	-5%	-3%	-2%	-4%
PI5P4Ka inh	.	2	.	-3	3	0	-4	1

9: C#CCn1c(=NC(=O)c2ccco2)sc2cccc(Cl)c21
10: O=C(NNC(=O)C12CC3CC(CC(Br)(C3)C1)C2)c1ccccc1F
11: CCOC(=O)C1(Cc2ccccc2)CCN(Cc2ccc3c(c2)OCCO3)CC1
12: O=C(CCN1C(=O)/C(=C\c2ccccc2)SC1=S)N1CCOCC1
13: O=C(NCc1ccccc1F)c1cccc(S(=O)(=O)NCc2ccccc2)c1
14: COC(=O)c1onc(-c2c(Cl)cccc2Cl)c1C(=O)OC
15: O=C(NCc1ccco1)c1sc(=S)n2c1[nH]c(=O)c1ccccc12
16: Cc1ccc(/C=N/NC(=O)c2c(C)nc3ccc(Br)cn23)cc1

assay / entry	9	10	11	12	13	14	15	16
CCT modulator	-1.3	1.8	0.6	0.4	-3.5	-3.8	-0.9	-0.5
PLK1 PBD block	-8%	-8%	-10%	0%	0%	-6%	27µM*	2%
EPAC2 antag	3%	0%	1%	0%	0%	-19%	?	1%
Mm-Cpn inhibitor	1%	-2%	2%	-1%	1%	-1%	1%	-1%
EPAC1 antag	6%	4%	-9%	10%	?	-15%	-25%	0%
WRN helicase inh	-8%	11%	11%	0%	-32%	1%	?	-1%
EPAC1 ag	11%	8%	0%	-5%	8%	6%	-7%	3%
PI5P4Ka inh	1	-6	-1	3	9	5	.	-2

17: Cc1ccc(C)c(N2CCN(C(=O)c3ccc4c(c3)c(C)c(C)n4C)CC2)c1
18: O=C(NCc1ccco1)/C(=C\c1ccco1)NC(=O)c1ccco1
19: Cc1cccc(NC(=O)CN(C)C(=O)C2CC2)c1C
20: COc1ccc(NS(=O)(=O)c2cn(C)cn2)c(OC)c1
21: N#Cc1ccc(C(=O)OCC(=O)N2CCN(C(=O)c3ccco3)CC2)cc1
22: Cc1ccc(-n2nc3c(c2NC(=O)c2ccc(F)c(F)c2)CS(=O)(=O)C3)cc1
23: Cc1ccccc1-n1c(SCC(=O)Nc2cccc3ccccc23)nc(O)cc1=O
24: Cc1cc(N2CCC(C)CC2)nc(NCc2ccccc2)n1

assay / entry	17	18	19	20	21	22	23	24
CCT modulator	-4.8	0.0	-1.8	-0.1	-1.8	-2.2	2.4	-1.3
PLK1 PBD block	-3%	-6%	0%	-8%	0%	-13%	-12%	-3%
EPAC2 antag	-19%	2%	14%	3%	14%	11%	2%	-12%
Mm-Cpn inhibitor	-4%	0%	1%	0%	2%	1%	-8%	0%
EPAC1 antag	-20%	-5%	12%	-20%	8%	-6%	?	-1%
WRN helicase inh	-13%	-3%	5%	-4%	2%	-21%	-15%	-1%
EPAC1 ag	3%	7%	1%	-6%	0%	1%	14%	1%
PI5P4Ka inh	1	-5	2	2	0	-4	-8	2

25: CNC(=O)C(NC(=O)c1ccccc1)=C(C)C
26: COc1ccc(C2C(C(C)=O)=C(C)Nc3ncnn32)cc1 (stereo not given)
27: O=C(Cc1cccc(NC(=O)C2CCCN(C(=O)C3CCC3)C2)c1)Nc1cccc(C(=O)N2CCOCC2)c1 (stereo not given)
28: Cc1ccc(-c2cc(C(=O)N3CCCC3)no2)cc1
29: O=C(NCc1ccccc1)c1cc(C2CCCCN2C(=O)c2ccc(Cl)cc2)on1 (stereo not given)
30: CCOc1cc(NC(=S)NCC2CCCO2)c(OCC)cc1NC(=O)c1ccccc1C (stereo not given)
31: Clc1ccc(-c2ccc(/C=N/Nc3nncc(-c4ccccc4)n3)o2)cc1
32: COc1ccc(OC)c(NC(=S)N2CCc3ccccc3C2)c1

assay / entry	25	26	27	28	29	30	31	32
CCT modulator	-1.6	-0.5	-2.1	-2.0	-1.4	2.2	1.1	0.2
PLK1 PBD block	-1%	3%	-4%	-4%	0%	0%	0%	-27%
EPAC2 antag	2%	6%	9%	-3%	-21%	-5%	15%	-19%
Mm-Cpn inhibitor	0%	-3%	.	0%	.	-1%	-1%	-3%
EPAC1 antag	5%	-1%	0%	-4%	-1%	-4%	18%	-21%
WRN helicase inh	-6%	8%	6%	-11%	-9%	0%	-6%	1%
EPAC1 ag	11%	-4%	-7%	6%	-1%	5%	3%	19%
PI5P4Ka inh	2	3	2	.	2	6	-7	2

# Ordered by heavy-atom count (rising): some entries from above
25: CNC(=O)C(NC(=O)c1ccccc1)=C(C)C
28: Cc1ccc(-c2cc(C(=O)N3CCCC3)no2)cc1
24: Cc1cc(N2CCC(C)CC2)nc(NCc2ccccc2)n1
31: Clc1ccc(-c2ccc(/C=N/Nc3nncc(-c4ccccc4)n3)o2)cc1
29: O=C(NCc1ccccc1)c1cc(C2CCCCN2C(=O)c2ccc(Cl)cc2)on1 (stereo not given)
27: O=C(Cc1cccc(NC(=O)C2CCCN(C(=O)C3CCC3)C2)c1)Nc1cccc(C(=O)N2CCOCC2)c1 (stereo not given)

assay / entry	25	28	24	31	29	27
CCT modulator	-1.6	-2.0	-1.3	1.1	-1.4	-2.1
PLK1 PBD block	-1%	-4%	-3%	0%	0%	-4%
EPAC2 antag	2%	-3%	-12%	15%	-21%	9%
Mm-Cpn inhibitor	0%	0%	0%	-1%	.	.
EPAC1 antag	5%	-4%	-1%	18%	-1%	0%
WRN helicase inh	-6%	-11%	-1%	-6%	-9%	6%
EPAC1 ag	11%	6%	1%	3%	-1%	-7%
PI5P4Ka inh	2	.	2	-7	2	2

# Next entries:
33: Oc1c(Br)cc2oc3c(c2c1CNCc1ccccc1)CCCC3
34: CN1CCC(N2CCN(C3CN(Cc4cn(Cc5ccc(C(F)(F)F)cc5)nn4)S(=O)(=O)C3)CC2)CC1 (stereo not given)
35: Cc1nnc(SCC(=O)Nc2cc(S(C)(=O)=O)ccc2Cl)n1Cc1ccccc1
36: CC(=O)Nc1ccc2c(c1)C(=O)N(c1cccc(C)c1)C2=O
37: CCC(CC)C(=O)NCCNC(=O)C(CC)CC
38: CCn1ncc(/C=C2/SC(=S)NC2=O)c1C
39: CC[C@@H]1CCC[C@@H](O)[C@@H](C)C(=O)O[C@H](C)[C@@H](C)C/C=C(C)/C(OC)=C\C(=O)N(C)C([C@@H](C)CC)C(=O)N(C)[C@@H](C(C)C)C(=O)N(C)[C@@H](COC)C(=O)N2CCC[C@H]2C(=O)N(C)[C@@H](C(C)C)C(=O)N2CCC[C@H]2C(=O)O1 (stereo not given in full)
40: CCCN1CCC(=O)N([C@H](CSc2ccc(Br)cc2)Cc2ccccc2)CC1

assay / entry	33	34	35	36	37	38	39	40
CCT modulator	1.4	0.7	0.1	-1.6	-0.3	1.5	-0.4	1.5
PLK1 PBD block	-2%	-4%	-2%	-7%	-17%	-4%	-7%	-10%
EPAC2 antag	7%	5%	-1%	1%	12%	6%	-11%	-19%
Mm-Cpn inhibitor	-1%	.	2%	-4%	1%	2%	.	-1%
EPAC1 antag	24%	10%	-13%	?	4%	-10%	-17%	4%
WRN helicase inh	-8%	-3%	3%	-4%	12%	1%	1%	-6%
EPAC1 ag	2%	-23%	5%	10%	-1%	-2%	-29%	-12%
PI5P4Ka inh	6	5	6	2	-3	-66*	3	5

41: CC1CCN(CCc2nc3cc(NC(=O)COc4ccc([N+](=O)[O-])cc4)ccc3n2C)CC1
42: CC[C@@H](C)[C@H](NC(=O)CNC(=O)Cc1c(C)c2c(cc(C)c3c(C)coc32)oc1=O)C(=O)O
43: Cc1ccc(-c2nc3ccc(Cl)cn3c2Cc2ccccc2)cc1
44: Cc1cccc(C(=O)NCC(=O)NCCCSc2ccccc2)c1
45: CSc1ccccc1NC(=O)CN(C)C(=O)Cn1c(=O)oc2ccccc21
46: CN(NC(=O)NN)c1ncc(C(F)(F)F)cc1Cl
47: O=C(O)CCC(=O)N1N=C(c2ccc(Br)cc2)CC1c1ccc(Br)cc1 (stereo not given)
48: COCCN(CCOC)S(=O)(=O)c1ccc(Cl)nc1
49: CC(C)(C)NS(=O)(=O)c1ccc(CCC(=O)NCc2ccccn2)cc1

assay / entry	41	42	43	44	45	46	47	48	49
CCT modulator	0.3	1.6	-8.4	-0.5	-1.2	-0.7	-1.6	-2.0	-2.2
PLK1 PBD block	3%	1%	-1%	-5%	-5%	0%	-1%	21µM*	1%
EPAC2 antag	-3%	-5%	-16%	-5%	2%	-1%	-3%	-2%	0%
Mm-Cpn inhibitor	4%	-6%	.	1%	-1%	1%	-13%	2%	3%
EPAC1 antag	-7%	?	6%	10%	-5%	-7%	-17%	-12%	5%
WRN helicase inh	-3%	-6%	-2%	1%	3%	-10%	-1%[57.1 µM]	-8%	2%
EPAC1 ag	6%	-12%	3%	7%	6%	1%	-4%	1%	-1%
PI5P4Ka inh	1	0	-3	5	-13	6	7	-7	0
